OX1R antagonist = human HCRTR1 antagonism | O43613 | hit rate 0.43% among 330,000 | CHO/OX1R cells, Fluo-8 calcium fluorescence, orexin A | inhibition, % at 5 µM;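 active means inhibition above its plate's threshold, mean inhibition of all tested compounds on the plate plus 3 SD, cut at about 37% in these data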;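 further: 0% = orexin A challenge wells and 100% = SB-334867-A antagonist wells; not every result past the cut was called active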
Target sequence (O43613 whole entry, looked up): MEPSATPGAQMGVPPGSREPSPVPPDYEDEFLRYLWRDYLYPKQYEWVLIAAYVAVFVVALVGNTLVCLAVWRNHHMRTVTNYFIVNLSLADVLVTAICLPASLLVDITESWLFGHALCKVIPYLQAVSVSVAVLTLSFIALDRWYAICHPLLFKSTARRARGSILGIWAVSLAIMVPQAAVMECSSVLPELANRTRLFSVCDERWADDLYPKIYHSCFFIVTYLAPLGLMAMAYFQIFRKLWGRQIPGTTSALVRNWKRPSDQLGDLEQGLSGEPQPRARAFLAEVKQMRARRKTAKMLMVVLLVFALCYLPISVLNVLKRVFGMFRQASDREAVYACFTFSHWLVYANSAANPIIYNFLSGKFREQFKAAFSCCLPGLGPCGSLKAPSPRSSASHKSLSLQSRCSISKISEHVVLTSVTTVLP
CHT allo act = human CHT allosteric activation | B-score at 10 µM | hit rate 0.49% among 310,000 | AID 488977 | CHT-expressing cells, membrane potential dye, choline EC20; hits give high values; LV-AA mutant CHT in HEK293 cells | Q9GZV3;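 active means initial fluorescence not abnormally high and integrated response B-score, plate-corrected, over 3 SD above library mean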
Target sequence (Q9GZV3 whole entry, looked up): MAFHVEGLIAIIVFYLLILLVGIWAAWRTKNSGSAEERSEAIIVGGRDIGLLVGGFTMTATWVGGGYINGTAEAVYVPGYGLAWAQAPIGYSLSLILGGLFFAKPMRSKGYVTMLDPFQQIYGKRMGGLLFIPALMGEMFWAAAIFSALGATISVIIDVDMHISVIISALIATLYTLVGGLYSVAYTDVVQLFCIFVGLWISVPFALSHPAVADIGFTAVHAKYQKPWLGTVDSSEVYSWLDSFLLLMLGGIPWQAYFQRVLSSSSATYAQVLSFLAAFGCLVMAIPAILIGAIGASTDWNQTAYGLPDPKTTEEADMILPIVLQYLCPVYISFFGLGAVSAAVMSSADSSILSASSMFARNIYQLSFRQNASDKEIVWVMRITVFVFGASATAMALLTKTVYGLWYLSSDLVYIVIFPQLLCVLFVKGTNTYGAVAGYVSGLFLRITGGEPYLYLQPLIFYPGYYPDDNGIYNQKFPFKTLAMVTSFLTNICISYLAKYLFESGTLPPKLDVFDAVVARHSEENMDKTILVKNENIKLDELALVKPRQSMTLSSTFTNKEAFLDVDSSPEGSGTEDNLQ
An asterisk follows results filed as active; i = inactive; · = not tested or not shown.

| canonical_smiles | OX1R antagonist | CHT allo act |
| --- | --- | --- |
| CCOc1ccc(S(=O)(=O)N2CCC(C(=O)OCc3ccc(OC)cc3)CC2)cc1 | -24 | i |
| CCCCNC(=O)c1onc(CSc2ccc(F)c(F)c2)c1C(=O)O | -8 | i |
| CCOc1ccccc1-n1c(SCC(N)=O)nnc1-c1cccnc1 | 10 | i |
| CC(=O)Nc1ccc(N=Cc2nc(-c3ccc(C)cc3)oc2O)cc1 | -10 | i |
| O=C(CCn1c(=O)oc2ccccc21)N(Cc1ccccc1)c1ccccc1 | -40 | i |
| COc1ccc(/C(=N\Nc2ccccc2C(=O)O)c2ccccc2)cc1 | 0 | i |
| CCOC(=O)c1sc(NC(=O)c2ccc(S(=O)(=O)N(C)C)cc2)nc1C | 0 | i |
| Cn1c(=O)cc(SCC(=O)NCCC2=CCCCC2)c2cc(Cl)ccc21 | -17 | i |
| COc1ccc(Cl)cc1NC(=S)NCCC(c1ccccc1)c1ccccc1 | 0 | i |
| Cc1ccc(N(CC(=O)NCc2ccco2)C(=O)CCC(=O)Nc2nccs2)cc1C | -2 | i |
| O=c1[nH][nH]c2cc(=O)n(-c3cccc(C(F)(F)F)c3)nc12 | -4 | i |
| CCCCNC(=O)OC1CCS(=O)(=O)C1 (configuration not stated) | -10 | i |
| CN(C)CCn1nnc2c(=O)oc3ccccc3c21 | -3 | i |
| COc1ccc(N2CC(NC(=O)NCC(C)C)CC2=O)cc1 (configuration not stated) | -1 | i |
| O=C(Nc1ccc(-c2noc(-c3cccs3)n2)cc1)c1cccnc1 | 4 | i |
| Cc1c(C(=O)c2cccc([N+](=O)[O-])c2)c2ccccn2c1CCC#N | -22 | i |
| COc1ccc([N+](=O)[O-])cc1N(CC(O)CN1CCCC1)S(=O)(=O)c1ccc(C)cc1 (configuration not stated) | -20 | i |
| NC(=O)Nc1ccccc1C(=O)NCCc1ccccc1 | 2 | i |
| Cc1occc1-c1nnc(SCC(=O)c2c(N)n(C3CC3)c(=O)[nH]c2=O)n1C | 10 | · |
| CCOC(=O)c1cccc(-n2c(C)nc3ccccc3c2=O)c1 | -18 | i |
| O=C(COC(=O)c1ccc2ncsc2c1)Nc1cc([N+](=O)[O-])ccc1Cl | 11 | · |
| CCN1CCN(S(=O)(=O)c2ccc3c(c2)NC(=O)CS3)CC1 | -21 | i |
| c1ccc(-c2csc(N3CCOCC3)n2)cc1 | 9 | i |
| Cn1c(CCNC(=O)c2ccc(F)cc2)nc2ccccc21 | -27 | i |
| COC(=O)[C@H](CCSC)NC(=O)Nc1cc(OC)cc(OC)c1 | -4 | i |
| COCc1cc(C)nc(SC)c1C#N | -8 | i |
| O=C(O)CSc1nnc(COc2cccc3ccccc23)n1Cc1ccccc1 | 0 | i |
| CCN1CCCC1CNS(=O)(=O)c1ccc(C(=O)Nc2ccccc2)cc1 (configuration not stated) | -11 | i |
| CCC/C=N/NC(=O)c1cc(-c2ccccc2)nc2ccccc12 | -48 | i |
| NCCCCCC(=O)N/N=C/c1coc2ccccc2c1=O | -10 | i |

Fetched one by one from the entries so far, 7 records:
| canonical_smiles | OX1R antagonist | CHT allo act |
| --- | --- | --- |
| CCOC(=O)c1sc(NC(=O)c2ccc(S(=O)(=O)N(C)C)cc2)nc1C | 0 | i |
| Cc1c(C(=O)c2cccc([N+](=O)[O-])c2)c2ccccn2c1CCC#N | -22 | i |
| O=C(CCn1c(=O)oc2ccccc21)N(Cc1ccccc1)c1ccccc1 | -40 | i |
| O=c1[nH][nH]c2cc(=O)n(-c3cccc(C(F)(F)F)c3)nc12 | -4 | i |
| CCCCNC(=O)c1onc(CSc2ccc(F)c(F)c2)c1C(=O)O | -8 | i |
| COc1ccc(Cl)cc1NC(=S)NCCC(c1ccccc1)c1ccccc1 | 0 | i |
| Cn1c(=O)cc(SCC(=O)NCCC2=CCCCC2)c2cc(Cl)ccc21 | -17 | i |

Further structures follow:
| canonical_smiles | OX1R antagonist | CHT allo act |
| --- | --- | --- |
| CC(C)(CO)NC(=O)CCCOc1ccc(Cl)cc1Cl | -8 | i |
| Cc1c(Cc2ccccc2)c(=O)oc2c(C)c(OCC(=O)NCC3CCC(C(=O)O)CC3)ccc12 (configuration not stated) | -18 | i |
| CN(c1ccccc1)S(=O)(=O)c1ccc(Cl)c(C(=O)Nc2ccncc2)c1 | 33 | · |
| O=C(NCCCCc1ccccc1)C1CC(c2ccc(C(F)(F)F)cc2)=NO1 (configuration not stated) | -8 | i |
| Cc1ccc(C)c(N(C(=O)CCC(=O)Nc2cc(C)on2)C(C(=O)NC2CCCC2)c2ccco2)c1 (configuration not stated) | -38 | i |
| NCCNc1cc(N2CCCC2)ccc1[N+](=O)[O-] | -23 | i |
| CCOC(=O)N1CCC(NS(=O)(=O)c2ccccc2)CC1 | -16 | i |
| CCOc1ncccc1C(=O)Nc1ncc(C)s1 | -5 | i |
| Cc1ccc(NC(=O)CSCC#N)cc1Cl | -5 | i |
| CCOc1ccc(-n2c(=O)cc(N3CCN(c4ccccc4)CC3)[nH]c2=O)cc1 | -2 | i |
| Cn1c2ccccc2c2cc(/C=N/NC(=O)c3ccc(O)cc3O)ccc21 | 34 | i |
| COC(=O)CSc1nsc(SCC(=O)OC)n1 | -14 | i |
| CCC(C)c1ccccc1NC(=O)c1cccc(-n2cnnn2)c1 (configuration not stated) | -4 | · |
| O=C(O)CSc1cc(C(=O)c2cc(F)ccc2O)cn2c(=O)c3c(-c4ccccc4)csc3nc12 | -24 | i |
| Cc1cccc(C(=O)OC2CCOC2=O)c1O (configuration not stated) | -8 | i |
| CCCCn1c(N)c(N(CCC(C)C)C(=O)C2=NN(c3ccccc3)C(=O)CC2)c(=O)[nH]c1=O | -18 | · |
| O=C(NCCNS(=O)(=O)c1ccccc1)N1CCOCC1 | -13 | i |
| Cn1c(SCC(=O)NC2CC2)nnc1-c1ccccn1 | -1 | i |
| COC(=O)C1=C(C(C)=O)C(c2ccc(C(=O)OC)cc2)n2nnnc2N1 (configuration not stated) | -8 | i |
| Cc1nn(Cc2c(F)c(F)c(F)c(F)c2F)c(C)c1NC(=O)c1nn(C)c(C)c1Br | -28 | i |
| O=C(c1cccc(F)c1)N1CCN=C1SCc1cccnc1 | -1 | i |
| CCc1ccccc1NC(=S)N(Cc1cccnc1)Cc1ccco1 | -19 | i |
| Nc1nc(CSc2nc3ccccc3s2)nc(N2CCOCC2)n1 | -35 | i |
| CNS(=O)(=O)c1cc(NC(=O)CCNC(=O)c2ccco2)ccc1C | -1 | i |
| CC1(C)NC(=O)N(CCOCCSc2ccccc2)C1=O | -18 | i |
| O=C(c1ccc(F)cc1Cl)N(c1ccccn1)C1CCCCC1 | -21 | i |
| O=C(CCSc1ccccc1)Nc1ccccc1C(=O)N1CCCC1 | -19 | i |
| Cc1nn(-c2ccccc2)c(C)c1C(=O)Nc1ccc(N2CCOCC2)cc1 | -8 | i |
| Cc1ccccc1-n1ncc2c1CC(C)(C)CC2NC(=O)c1snnc1C (configuration not stated) | -20 | i |
| CCC(C)(C)NC(=O)C(c1ccccn1)N(C(=O)c1csnn1)c1ccccc1 (configuration not stated) | -22 | i |
| COc1ccc(-c2csc3nc(-c4ccccc4OC)oc(=O)c23)cc1 | -14 | i |
| COc1ccc(N=C2NC(=O)/C(=C\c3ccco3)S2)cc1 | -11 | i |
| CC(=O)Nc1ccc(CN2CCCCCCC2)cc1 | 2 | i |
| Cc1cc(C)n2nc(SCc3ccc(F)cc3Cl)nc2n1 | -21 | i |
| CCCc1cc(=O)oc2cc(OCc3ccc(C(=O)O)cc3)ccc12 | 2 | i |
| Cc1nc2cc(F)ccc2n1C1CCN(C(=O)c2ccc(F)cc2F)CC1 | -9 | i |
| CCN(Cc1ccccc1)S(=O)(=O)c1ccc(C(=O)N(CCCN(C)C)c2nc3c(F)cccc3s2)cc1 | -41 | i |
| CCOC(=O)C1=C(C)NC(C)=C(C(=O)OCC)C1C(=O)OCC(=O)NCCc1ccc(S(N)(=O)=O)cc1 | -6 | i |
| O=C(C[n+]1cc(-c2ccc(Br)cc2)n2c1CCCCC2)c1ccccc1 | -6 | i |
| O=C(COc1ccc(S(=O)(=O)NC2CCCCC2)cc1Cl)Nc1ccc2c(c1)OCO2 | -15 | i |
| Cc1nn(C)cc1CNC(=O)COc1ccc(Cl)cc1Cl | -12 | i |
| COc1ccc(C(C)=O)cc1Cn1nc(C)c([N+](=O)[O-])c1C | -31 | i |
| CCCCCc1cc(=O)c2ccccc2o1 | -24 | · |
| CCC(C)C(NC(C)=O)C(=O)NC(=O)NC(c1ccccc1)c1ccccc1 (configuration not stated) | -9 | i |
| O=C(COc1ccccc1)NCCSCc1ccco1 | -15 | i |
| CN1CCCC(n2nc(Cc3ccc(Cl)cc3)c3ccccc3c2=O)CC1 (configuration not stated) | -34 | i |
| Cc1cc(C)n(Cc2ccccc2F)c(=O)c1C#N | -11 | i |
| COCC(=O)N1CCCC(N(C)CCc2ccc(OC)c(OC)c2)C1 (configuration not stated) | -15 | i |
| CN(C)/C=C1\SC(=S)N(c2ccc(Br)cc2)C1=O | -12 | i |
| O=C1CCc2cc(S(=O)(=O)N3CCC(C(=O)NCCC4=CCCCC4)CC3)ccc2N1 | -21 | i |
| COc1ccccc1CNC(=O)CNC(=O)c1ccc(Br)o1 | 7 | i |
| Cc1ccc(-c2c(C(=O)N/N=C/c3cccnc3)nnn2-c2nonc2N)cc1 | -7 | i |
| CC1CN(S(=O)(=O)c2csc(C(=O)Nc3ccccc3)c2)CC(C)O1 (configuration not stated) | -5 | i |
| COc1cc(Nc2ccc(C)cc2)c([N+](=O)[O-])nc1[N+](=O)[O-] | -8 | i |
| Cc1ccccc1Oc1ncccc1C(=O)/C(C#N)=C/N(C)C | -1 | i |
| O=C(CC1(O)C(=O)Nc2cc(Cl)cc(Cl)c21)c1ccccc1O (configuration not stated) | 4 | i |
| COc1ccc(-c2sc3ccccc3c2-c2ccc(OCCN(C)C)cc2)cc1 | 70* | · |
| CC(C)n1nnc2ccccc2c1=O | 13 | i |
| O=C(NC1CCN(Cc2ccccc2)CC1)C1CCN(S(=O)(=O)c2cccc3cccnc23)CC1 | -6 | i |
| O=c1c2c(nc3nc(SCc4ccccc4)[nH]n13)CCC2 | -15 | i |

Full records, looked up by structure. Order of screens: OX1R antagonist, CHT allo act
CN1CCCC(n2nc(Cc3ccc(Cl)cc3)c3ccccc3c2=O)CC1 (configuration not stated) reads -34, i
COc1ccc(N=C2NC(=O)/C(=C\c3ccco3)S2)cc1 reads -11, i

More records:
| canonical_smiles | OX1R antagonist | CHT allo act |
| --- | --- | --- |
| CC1CCN(CCC(=O)N/N=C/c2ccc([N+](=O)[O-])cc2)CC1 | -26 | i |
| COC(=O)c1[nH]c2c(c1C)C(=O)CC(c1ccccc1)C2 (configuration not stated) | 6 | i |
| COc1cccc(-c2nc(CS(=O)(=O)CC(=O)NCCCOC(C)C)c(C)o2)c1 | -10 | i |
| CCCn1c(=S)[nH]c2cc(Cl)ccc21 | 2 | i |
| O=C(NCc1ccc(Cl)cc1)c1cc2c(s1)CS(=O)(=O)C2 | 2 | i |
| CCN(CC)CCOC(=O)CCc1cccc2ccccc12 | 6 | i |
| COC(=O)CN(C(=O)CSc1nnc(-c2cccc(OC)c2)o1)c1ccc(OC)cc1 | -15 | i |
| Cc1ccc(C(=O)N(c2ccccn2)C(C)c2ccco2)cc1C (configuration not stated) | -14 | i |
| CCOc1ccc2oc(C(=O)OCC(=O)NC(=O)NC3CCCC3)c(C)c2c1 | -37 | i |
| O=C(O)c1ccc(N/N=C2/CCSc3ccc(F)cc32)cc1 | 1 | i |
| CCOc1ccc(CCNc2nc3ccccc3n3c(C)nnc23)cc1OCC | -13 | i |
| CN(C)c1cccc2c(S(=O)(=O)NCc3ccc(S(N)(=O)=O)cc3)cccc12 | -9 | i |
| CCCCn1c(CN2CCN(CCO)CC2)nc2ccccc21 | -29 | i |
| CC(=O)Nc1nnc(SCC(=O)Nc2ccc(N3CCOCC3)c(Cl)c2)s1 | -9 | i |
| COc1ccc(N2C(=O)/C(=C/c3cccs3)NC2=S)cc1 | 7 | i |
| O=C(Nc1ccc(S(=O)(=O)Nc2ncccn2)cc1)c1ccc(N2CCCC2=O)cc1 | -14 | i |
| COc1ccccc1CNS(=O)(=O)c1c(C(=O)N2CCCCC2)c(C)n(C)c1C | -20 | i |
| Cc1ccc(-c2cc(C(=O)Nc3c(C#N)cnn3C)no2)cc1 | -9 | i |
| CCC(C(=O)OCC(=O)Nc1cc(Cl)cc(Cl)c1)c1ccccc1 (configuration not stated) | -21 | i |
| COC(=O)C1=CN(c2ccc(OC)cc2)C=C(C(=O)OC)C1c1cc(OC)c(OC)cc1OC | -24 | i |
| CCCc1cc(=O)[nH]c(SCC(=O)N(C)Cc2ccccc2)n1 | -13 | i |
| COc1ccc(C(=O)C(C)[n+]2ccc(C)c3ccccc32)cc1[N+](=O)[O-] (configuration not stated) | 6 | 6.5* |
| Cc1oc(-c2ccccc2Cl)nc1CS(=O)CC(=O)NCCCN1CC(C)CC(C)C1 (configuration not stated) | -20 | i |
| COc1ccc(/C(O)=C2/C(=O)C(=O)N(c3ccccn3)C2c2ccc(F)cc2)cc1 (configuration not stated) | · | i |
| O=C(CSc1nc2ccccc2[nH]1)NCCN1CCCCC1 | 4 | i |
| CC1(C)Cc2c(cnn2-c2cccc(F)c2)C(NC(=O)C2CCOCC2)C1 (configuration not stated) | -5 | i |
| COc1ccc(S(=O)(=O)N2CCC(C(=O)NC(c3nc4ccccc4[nH]3)C(C)C)CC2)cc1 (configuration not stated) | -14 | · |
| COc1ccc(CC(=O)OCc2nnc(-c3ccccc3)o2)cc1 | -6 | i |
| COc1ccc(Oc2cnc3ccccc3n2)cc1 | -20 | i |
| COc1ccc(C(=O)NC2CCc3ccccc32)cc1OC1CCN(C(C)=O)CC1 (configuration not stated) | -18 | i |

Screens (PubChem)
